ABHD5-PLIN5 inh: ABHD5-PLIN5 protein interaction inhibition | Q00G26+Q8WTS1 | inhibition, % at 4 µM | Split G. princeps luciferase complementation, luminescence, 4 h | 360,000 compounds, 0.78% hits;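 active means inhibition above the mean inhibition across every tested compound plus 3 SD, cut at about 22% in these data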;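 further: 0% = DMSO only wells and the 100% control is not disclosed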
Target sequence (Q00G26 whole entry, looked up): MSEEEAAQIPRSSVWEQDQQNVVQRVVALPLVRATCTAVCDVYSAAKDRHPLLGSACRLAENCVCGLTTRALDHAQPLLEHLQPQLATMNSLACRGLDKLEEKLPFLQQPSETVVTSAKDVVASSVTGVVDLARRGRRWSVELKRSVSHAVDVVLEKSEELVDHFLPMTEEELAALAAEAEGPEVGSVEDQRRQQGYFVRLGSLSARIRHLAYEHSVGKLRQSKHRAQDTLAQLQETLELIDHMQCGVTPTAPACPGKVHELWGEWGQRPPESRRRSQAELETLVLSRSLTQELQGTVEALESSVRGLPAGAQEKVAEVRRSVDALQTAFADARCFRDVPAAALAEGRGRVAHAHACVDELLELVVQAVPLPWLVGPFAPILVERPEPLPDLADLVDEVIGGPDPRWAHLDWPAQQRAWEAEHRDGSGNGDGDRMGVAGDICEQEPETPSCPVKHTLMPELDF
Target sequence (Q8WTS1 whole entry, looked up): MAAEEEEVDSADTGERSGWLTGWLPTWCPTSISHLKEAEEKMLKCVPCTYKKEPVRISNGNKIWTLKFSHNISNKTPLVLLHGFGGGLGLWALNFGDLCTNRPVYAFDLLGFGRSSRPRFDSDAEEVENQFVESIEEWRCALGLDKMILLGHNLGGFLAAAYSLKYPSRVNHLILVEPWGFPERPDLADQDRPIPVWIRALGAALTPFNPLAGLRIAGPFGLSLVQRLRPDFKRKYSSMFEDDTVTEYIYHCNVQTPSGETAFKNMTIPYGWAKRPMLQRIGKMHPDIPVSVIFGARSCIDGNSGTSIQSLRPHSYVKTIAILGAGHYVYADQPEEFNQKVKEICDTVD
TROY signal inh: TROY signaling inhibition; Q293 LMP1-TROYcd NF-kB luciferase reporter, 4 h; inhibition, % at 10 µM; 360,000 compounds, 0.98% hits;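 active means compounds whose plate-normalised and pattern-corrected inhibition of the luciferase reporter signal at the single screening dose is 50% or more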
NOD2-RIPK2 inh: NOD2-RIPK2 protein interaction inhibition | O43353 | CHO BLA complementation NOD2-RIPK2, CCF4 ratio | inhibition, % at 4.98 µM | 360,000 compounds, 0.38% hits; in the data active means inhibition above about 21%;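 further: 0% = vehicle only and 100% = reference blocker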
SRC1 inh: inhibitors of human steroid receptor coactivator 1 (SRC1). Q15788. HEK293 GAL4-SRC1 luciferase reporter, luminescence. inhibition, % at 3.6 µM. 360,000 compounds, 0.12% hits;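 active means inhibition above the campaign mean plus 3 SD, with each screening campaign given its own cutoff, cut at about 60% in these data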;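 further: 0% = DMSO treated cells and 100% = gossypol at 36 µM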
TLR9-MyD88 block: blocks human TLR9 binding to MyD88; Q9NR96+Q99836; CHO BLA complementation TLR9-MyD88, CCF4 FRET ratio; inhibition, % at 4.98 µM; 340,000 compounds, 0.21% hits;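 active means inhibition above the mean over all tested compounds plus 3 SD, cut at about 21% in these data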;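 further: 0% = DMSO only wells and 100% = clavulanate BLA inhibitor control wells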
SRC3 inh: human NCOA3 inhibition; Q9Y6Q9; HEK293 GAL4-SRC3 luciferase reporter, luminescence; inhibition, % at 3.6 µM; 360,000 compounds, 0.17% hits; AID 588352;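 active means inhibition above a per-campaign cutoff, the mean of all compounds plus 3 SD, cut at about 60% in these data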;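 further: 0% = DMSO-treated cells and 100% = gossypol-treated cells at 36 µM; higher means less SRC3-driven luciferase light from the GAL4 reporter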
Granule exo inh: blocks lytic granule exocytosis; inhibition, % at 10 µM; 360,000 compounds, 0.66% hits; TALL-104 LAMP-1 surface exposure, flow cytometry; cells stimulated with thapsigargin and PMA;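 active means inhibition above about 55%, limit read from the data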
COUP-TFII inh: NR2F2 (human) inhibition, primary screen; HEK293T NGFI-A luciferase reporter, luminescence; inhibition, % at 8.6 µM; 370,000 compounds, 0.7% hits; AID 686940;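 active means inhibition above a per-plate cutoff, mean inhibition of test wells between control levels plus 3 SD, cut at about 38% in these data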;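 further: cells cotransfected with COUP-TFII expression vector driving the NGFI-A reporter; 0% = median of COUP-TF2 test wells and 100% = reporter-only cells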
TWEAK-Fn14 inh: blocks TWEAK-Fn14 interaction in a reporter cell assay; TWEAK-stimulated Fn14 reporter cells, luciferase luminescence, 8 h; inhibition, % at 10 µM; 360,000 compounds, 2% hits; AID 1159606; in the data active means inhibition above about 50%
NR5A2 inv ag: suppresses constitutive activity of human LRH-1; O00482; HEK293T StAR-luciferase reporter, LRH-1 transfected, 24 h; inhibition, % at 3.6 µM; 360,000 compounds, 0.13% hits;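 active means inhibition above the mean inhibition of all tested compounds plus 3 SD, cut at about 73% in these data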;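 further: 0% = DMSO wells and 100% = reporter-only cells lacking LRH-1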
NCOA2 inhibitor: human SRC2 (NCOA2) inhibition | inhibition, % at 9 µM | 370,000 compounds, 0.17% hits | HEK293 GAL4-SRC2 luciferase reporter, luminescence | AID 651957 | Q15596;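 active means inhibition above the mean inhibition of all tested compounds plus 3 SD, set per campaign, cut at about 52% in these data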;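 further: 0% = DMSO treated cells and 100% = cells given Gossypol at 36 µM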
* = called active by the depositor; / = no result given. This is a subset; count on the stated rates, not on these rows.

SMILES	ABHD5-PLIN5 inh	TROY signal inh	NOD2-RIPK2 inh	SRC1 inh	TLR9-MyD88 block	SRC3 inh	Granule exo inh	COUP-TFII inh	TWEAK-Fn14 inh	NR5A2 inv ag	NCOA2 inhibitor
O=C(Nc1ccc(Cl)cn1)c1ccc2c(Cl)c3c(nc2c1)CCC3	0	60*	-2	-62	11	-60	-3	-32	51*	-58	-60
O=[N+]([O-])c1ccc(Oc2cccc(C(F)(F)F)c2)nc1	2	6	-18	-7	3	-3	7	5	6	10	8
COc1cc(Br)c(CN2CCCN(C)CC2)cc1OC	-4	33	-1	18	-9	12	-1	30	7	10	21
Cc1ccc(O)c(-c2cc(C(=O)NCc3ccncc3)[nH]n2)c1	6	-9	-5	-1	-5	-1	0	-6	-8	6	-11
O=C(NCc1nnc2c3ccccc3c(-c3ccccc3)nn12)c1ccccc1Cl	3	-27	-6	-8	-1	7	-2	-10	-4	0	-7
COc1ccc(OCC(=O)Nc2cc(OC)cc(OC)c2)cc1	-4	-1	6	-1	-3	-24	-1	-9	-25	13	-17
COc1cc(/C=C(\C#N)C(N)=O)ccc1OCc1c(C)no[n+]1[O-]	-5	-6	-1	-30	2	-1	-4	-20	-33	10	-20
CCOc1cc(/C=N/n2c(COc3ccccc3)n[nH]c2=S)ccc1O	0	-6	5	7	2	17	3	15	-11	22	-23
Cc1ccc(O)c(C2=Nc3ccccc3N=C(c3ccco3)C2)c1	2	-14	23*	4	12	-14	-3	-2	22	-6	-6
Cc1ccc(C(C)C)c(OCC(=O)NN=C2CCCCCCC2)c1	6	28	3	-2	-18	21	8	9	-9	-5	6
CCC/C=C(\CCC)C(NC(=O)Cc1ccccc1)c1ccc(C(=O)OC)cc1 (stereo not given)	-1	0	-10	-9	-1	3	-2	/	4	0	/
CN(C)S(=O)(=O)c1ccc(NC(=O)COc2ncnc3sccc23)cc1	-2	-16	4	-15	9	5	-1	-13	7	3	8
COc1ccccc1N1C(=O)CC(N2CCN(c3ccc(F)cc3)CC2)C1=O (stereo not given)	3	-8	3	5	4	10	5	-14	1	-1	-15
O=S(=O)(Nc1ccc2cn[nH]c2c1)c1cc(Br)ccc1Br	3	21	-5	-6	-13	-7	27	-8	8	7	-22
O=C(NC1CCCCCC1)C1CC(=O)N(c2ccc(Cl)cc2)C1 (stereo not given)	-3	3	1	1	-4	1	20	6	-1	-18	-14
COc1ccc(C(=O)Nc2ccc3c(c2)OCCO3)cc1S(=O)(=O)N1CCOCC1	-3	16	0	-12	-1	-7	7	-13	-1	-29	-16
COc1ccc2occ(C(=O)c3ccc(N=C(C)N(C)C)cc3)c2c1	7	-17	-5	-99	0	-23	0	-18	-30	-36	-7
Cn1c(=O)cc(SCC(=O)N2CCCC2)c2ccccc21	3	12	0	-22	1	6	-2	-38	-5	-6	-26
CN1C(C(=O)NCc2ccc(OC(F)(F)F)cc2)CC2Cn3c(nc4cc5ccccc5cc43)C21 (stereo not given)	1	1	-12	4	-9	26	-1	8	11	-10	12
O=C(Cc1cccc2ccccc12)NN1C(=O)CSC1=S	-1	0	0	3	-1	13	20	-12	-4	3	-11
O=C(O)CCC(=O)N1CCN(c2ccc(C(=O)c3ccc(F)cc3)cc2)CC1	-10	4	-7	1	-10	5	2	-6	-1	23	-3
CC(OC(=O)c1cc2sccc2n1C)C(=O)NCc1ccc(F)cc1 (stereo not given)	-1	1	-3	8	1	-4	0	7	3	4	10
COc1ccccc1C1NC(=O)NC(C)=C1C(=O)OCc1ccccc1 (stereo not given)	0	-2	-6	14	3	-31	-10	4	-25	-20	23
O=C(COC(=O)c1cc(=O)c2ccccc2o1)NC1CCCC1	5	13	-12	-9	0	-5	2	16	-2	21	-9
Cc1ccc(S(=O)(=O)N2CCN(C(=O)c3ccccc3)CC2)c(C)c1NS(C)(=O)=O	-1	5	0	-34	6	-5	-3	7	-6	-25	-19

13 neighbouring entries already listed, for reference:
SMILES	ABHD5-PLIN5 inh	TROY signal inh	NOD2-RIPK2 inh	SRC1 inh	TLR9-MyD88 block	SRC3 inh	Granule exo inh	COUP-TFII inh	TWEAK-Fn14 inh	NR5A2 inv ag	NCOA2 inhibitor
Cc1ccc(O)c(C2=Nc3ccccc3N=C(c3ccco3)C2)c1	2	-14	23*	4	12	-14	-3	-2	22	-6	-6
Cc1ccc(C(C)C)c(OCC(=O)NN=C2CCCCCCC2)c1	6	28	3	-2	-18	21	8	9	-9	-5	6
CCC/C=C(\CCC)C(NC(=O)Cc1ccccc1)c1ccc(C(=O)OC)cc1 (stereo not given)	-1	0	-10	-9	-1	3	-2	/	4	0	/
CN(C)S(=O)(=O)c1ccc(NC(=O)COc2ncnc3sccc23)cc1	-2	-16	4	-15	9	5	-1	-13	7	3	8
COc1ccccc1N1C(=O)CC(N2CCN(c3ccc(F)cc3)CC2)C1=O (stereo not given)	3	-8	3	5	4	10	5	-14	1	-1	-15
O=S(=O)(Nc1ccc2cn[nH]c2c1)c1cc(Br)ccc1Br	3	21	-5	-6	-13	-7	27	-8	8	7	-22
O=C(NC1CCCCCC1)C1CC(=O)N(c2ccc(Cl)cc2)C1 (stereo not given)	-3	3	1	1	-4	1	20	6	-1	-18	-14
COc1ccc(C(=O)Nc2ccc3c(c2)OCCO3)cc1S(=O)(=O)N1CCOCC1	-3	16	0	-12	-1	-7	7	-13	-1	-29	-16
COc1ccc2occ(C(=O)c3ccc(N=C(C)N(C)C)cc3)c2c1	7	-17	-5	-99	0	-23	0	-18	-30	-36	-7
Cn1c(=O)cc(SCC(=O)N2CCCC2)c2ccccc21	3	12	0	-22	1	6	-2	-38	-5	-6	-26
CN1C(C(=O)NCc2ccc(OC(F)(F)F)cc2)CC2Cn3c(nc4cc5ccccc5cc43)C21 (stereo not given)	1	1	-12	4	-9	26	-1	8	11	-10	12
O=C(Cc1cccc2ccccc12)NN1C(=O)CSC1=S	-1	0	0	3	-1	13	20	-12	-4	3	-11
O=C(O)CCC(=O)N1CCN(c2ccc(C(=O)c3ccc(F)cc3)cc2)CC1	-10	4	-7	1	-10	5	2	-6	-1	23	-3

(continued)
SMILES	ABHD5-PLIN5 inh	TROY signal inh	NOD2-RIPK2 inh	SRC1 inh	TLR9-MyD88 block	SRC3 inh	Granule exo inh	COUP-TFII inh	TWEAK-Fn14 inh	NR5A2 inv ag	NCOA2 inhibitor
CC(C)CCn1c(N2CCN(c3cccc(Cl)c3)CC2)nc2c1c(=O)[nH]c(=O)n2C	-1	4	0	-15	-1	-3	-1	-2	32	-27	24
Cc1ccc(S(=O)(=O)/N=C2/NC(=O)/C(=C/c3cccnc3)S2)cc1	-1	-6	1	1	0	-7	9	2	5	6	20
CN(C)CCN(Cc1ccco1)S(=O)(=O)c1ccc(-c2ccc(=O)[nH]n2)s1	1	4	8	-7	8	-30	4	16	-15	11	-18
Cc1c(C)c2ccc(OS(C)(=O)=O)c(C)c2oc1=O	-2	5	3	1	-6	14	-3	-3	1	2	-8
CC(C)C1(CCNC(=O)c2cccs2)CCOC(C)(C)C1 (stereo not given)	-1	12	-2	3	-5	23	-6	11	-4	-16	6
Cc1cc(Br)ccc1NC(=O)CN1C(=S)NC(C)(C)CC1C (stereo not given)	-4	-8	-3	4	-1	21	1	0	28	5	15
CC(C)Oc1cccc(-c2nnc(SCC(=O)Nc3ccc4c(c3)OCCO4)n2N)c1	0	-20	-7	-19	-3	-27	5	-8	10	-1	-18
CC1(C)CC(=O)C=C(NC2CCCCC2)C1	-3	-5	5	3	-5	5	2	-19	-17	12	-24
COCCCN(C(=O)CCOc1ccccc1C)c1c(N)n(Cc2ccccc2)c(=O)[nH]c1=O	1	20	-9	1	-1	7	1	5	0	25	22
N#Cc1c(Nc2ccccc2)sc(C(=O)C2CC2)c1N	-4	-7	-6	3	-5	0	-10	-6	-8	2	12
COc1ccc(CCNC(=O)COC(=O)c2cc(=O)[nH]c3ccccc23)cc1	-5	-4	-5	6	-4	5	24	2	-3	-22	-4
CC[C@@]12C(=O)N(c3ccc(C)cc3)C(=O)N1[C@H](c1ccc(OC)cc1)[C@@H]1C(=O)N(C(C)(C)C)C(=O)[C@@H]12	10	-2	-6	-8	-3	-21	16	-2	1	11	-20
CCN(CC)CCNC(=S)NC(=O)c1cn(-c2ccccc2)nc1-c1ccc(OC)cc1	7	-29	13	-4	4	17	30	7	-3	8	15
Cc1ccc(S(=O)(=O)N2CCN(C(=O)C(C)Cn3nc(C)c(C)c3C)CC2)cc1C (stereo not given)	-5	3	15	3	-8	9	-3	-10	-10	-1	-1
CC(NC(=O)Nc1ccccc1)C(c1cccs1)N1CCOCC1 (stereo not given)	2	8	0	-1	3	14	-5	-11	10	2	-17
Cc1nc(NC(=O)c2ccc(Br)s2)sc1C(=O)N(C)C	7	-6	-12	-97	0	-101	-1	-35	36	-84	-45
CCOC(=O)CNC(=O)CSc1ncccc1-c1nc2ccccc2[nH]1	-4	-10	10	-5	-10	-13	-3	-14	5	-8	-10
O=C(/C=C/c1cccs1)N1CCN(c2ccc(O)cc2)CC1	-4	0	-2	17	3	4	0	-42	-20	4	-21
CN(C)/C=C(/C(=O)c1ccc(Cl)cc1Cl)S(=O)(=O)c1ccc(Cl)cc1	5	19	-5	3	-8	3	2	3	6	5	5
Fc1ccccc1Cn1cc(C(=S)N2CCOCC2)c2ccccc21	5	-10	0	-12	4	5	3	-19	5	-9	19
Cc1cc(N2CCC(C)CC2)n2ncc(-c3ccccc3)c2n1	-9	84*	-1	2	2	32	-3	22	83*	-39	-31
COC(C[C@H](O)[C@@H](C)[C@@H](O)COCc1ccccc1)OC	-1	5	-4	7	-2	-20	44	16	2	10	7
COc1ccc(CNC(=O)c2cc3c(C)nc4ccccc4c3o2)c(OC)c1	11	48	14	36	/	-10	2	/	38	43	/
CC(=O)NCC(=O)NNC1CC(=O)N(c2cccc(Cl)c2)C1=O (stereo not given)	6	13	1	-6	6	25	1	0	13	2	12
O=C(NNC(=O)c1cccs1)c1ccc(Br)cc1	0	-21	0	-41	-10	-34	5	-32	-4	-31	-33
COc1ccc(COc2ccccc2C(N)=O)cc1F	-3	-37	-1	-8	-1	-16	6	-1	-17	-53	2
CCOC(=O)c1c(C)c(C(=O)Nc2ccc3c(c2)OCO3)c(C)n1C	-4	-30	-2	-12	5	-22	3	7	-29	-20	-25
CCn1c(O)c(N=NC(=O)c2ccc(CSc3nncn3C)cc2)c2ccccc21	3	14	-3	10	7	-3	0	-9	-7	31	-5

Not a retest: two of the compounds above.
SMILES	ABHD5-PLIN5 inh	TROY signal inh	NOD2-RIPK2 inh	SRC1 inh	TLR9-MyD88 block	SRC3 inh	Granule exo inh	COUP-TFII inh	TWEAK-Fn14 inh	NR5A2 inv ag	NCOA2 inhibitor
Cc1cc(N2CCC(C)CC2)n2ncc(-c3ccccc3)c2n1	-9	84*	-1	2	2	32	-3	22	83*	-39	-31
COC(C[C@H](O)[C@@H](C)[C@@H](O)COCc1ccccc1)OC	-1	5	-4	7	-2	-20	44	16	2	10	7
